# From PubChem BioAssay
# G9a block: qHTS Assay for Inhibitors of Histone Lysine Methyltransferase G9a | Histone-lysine N-methyltransferase EHMT2 (Homo sapiens), Q96KQ7 | G9a H3K9 monomethylation, AlphaScreen, 2 h | Potency, µM (titrated, usually from 102 µM), without a hit: at the highest dose activity, negative = inhibition, hits mostly inhibitors | 350,000 compounds, 8.8% hits | AID 504332, 2011; note: nearly all actives have a fitted effect of over 75% in size
#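 Quantitative HTS format: methyltransferase activity on a biotin-tagged H3K9 peptide is measured by AlphaScreen, using a rabbit anti-monomethyl-H3K9 antibody with streptavidin donor and anti-IgG acceptor beads. Final levels are 20 nM enzyme, 500 nM peptide, 20 uM SAM; 2 h RT.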
# BAZ2B block: qHTS Assay for Inhibitors of BAZ2B. AlphaScreen BAZ2B-H3K14Ac peptide displacement. Potency, µM (highest dose often 114 µM), without a hit: at the top dose activity change, negative = inhibition, actives largely listed as inhibitors. 360,000 compounds, 4.4% hits; note: nearly all actives have a fitted effect of over 60% in size
#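 AlphaScreen luminescence quantifies BAZ2B engagement of H3K14Ac peptide; the protein and biotinylated peptide are both at 50 nM final, buffer PBS pH 7.4 with 0.01% Tween-20, all steps at room temperature.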
# * = called active by the depositor; ? = inconclusive; & = joins results of further samples; [ ] = dose if it differs, or a comment. Calls come from the whole dose curve; as a rule, active = well fitted inhibition curve with a large enough effect; inconclusive = small, poorly fitted or top-dose-only effect; inactive = no such curve, though single readings can be large or run the other way. % is set by controls: 0 for no effect and ±100 for the full control effect; potency is the fitted concentration of half-maximal effect.
Structure	G9a block	BAZ2B block
COc1ccc2c(c1)O[C@@H](c1cccc(C(F)(F)F)c1)[C@H](OC(=O)N[C@H]1CCCc3ccccc31)C2=O	?	-10.4%
CCN1C(=NCCN2CCOCC2)N[C@@H](CCc2ccccc2)C(C(=O)OC)=C1C	5.1%[12.7 µM]	-9.5%&15.2%
CCN(CC)c1ccc2cc(C(=O)Nc3ccc(-n4cnnn4)c(OC)c3)c(=O)oc2c1	-2.0%[59 µM]	7.0%
Cc1cc(/C=N/Nc2nc(N)ncc2[N+](=O)[O-])c(C)n1-c1ccccc1F	28.4%[59 µM]	-12.7%
O=c1c(O[C@@H]2O[C@H](CO)[C@@H](O)[C@H](O)[C@H]2O)c(-c2ccc(O)c(O)c2)oc2cc(O)cc(O)c12	8.91µM*	-28.4%
CCC1C/C(=C/c2ccco2)C(=O)/C(=C/c2ccco2)C1 (stereo not drawn)	31.6µM*	28.2µM*
COc1cc(C2c3c(oc4ccc(Cl)cc4c3=O)C(=O)N2Cc2ccco2)cc(OC)c1OC (stereo not drawn)	16.3%	9.7%
Cc1sc2c(c1C)C(=O)NC(c1cccc(O)c1)N2 (stereo not drawn)	44.7µM*	-8.3%
Nc1ccccc1NC1=CC(=O)CC(c2ccccc2)C1 (stereo not drawn)	-37.0%	-20.0%
S=c1nc(-c2ccccc2)n(Cc2ccco2)c2c1CCCC2	?	-4.3%
CCN1C(=O)/C(=C/c2cnn(C)c2C)SC1=S	2.4%[12.7 µM]	-29.3%
COc1ccc(-c2cc(C(F)(F)F)n3ncc(C(=O)Nc4c(C)n(C)n(-c5ccccc5)c4=O)c3n2)cc1	-11.2%[12.7 µM]	-4.2%
COC(=O)c1[nH]c2cc(OC)ccc2c1NC(=O)CN1CCOCC1	-40.3%[59 µM]	11.9%
Cc1ccc(-c2cc(C(=O)NC3=NCCS3)c3cc(Br)ccc3n2)o1	?	14.2%
CCCOc1ccc(C(=O)CCC(=O)OCC(=O)Nc2cc(C)on2)cc1	-25.1%	10.3%
Cc1nnc2n(Cc3ccccc3)c(=O)c3c4c(sc3n12)CN(Cc1ccccc1)CC4	?	-1.7%
c1ccc(Cn2ncc3c2ncn2c(-c4ccncc4)nnc32)cc1	-5.4%	-6.4%
Cc1ccc2oc(-c3cccc(NC(=O)Cn4cnc5c(=O)n(C)c(=O)n(C)c54)c3)nc2c1	2.1%	-37.8%
COc1cc2cc(CN(Cc3cccs3)C(=S)Nc3cccc(C)c3)c(=O)[nH]c2cc1OC	-10.3%[59 µM]	-30.1%
OC(COc1ccc(-c2ccccc2)cc1)CN1CCOCC1 (stereo not drawn)	-30.3%	-17.6%
Cc1cnc(-c2nnc(N(C)C(=O)c3ccccn3)s2)cn1	5.1%	-1.3%
Cc1cc(C)c2[nH]c(=O)c(C(c3nnnn3C3CCCC3)N3CCOCC3)cc2c1 (stereo not drawn)	-26.1%	25.6%
CNC(=S)N(CCc1c(C)[nH]c2ccc(Cl)cc12)Cc1cccs1	?	?
CN(C)c1ccc2c3c(cccc13)C(=O)N(c1ccccc1)C2=O	35.0%	-23.4%
CCc1ccc(C2=NN(CCC(=O)NC3CC3)C(=O)CC2)cc1	-11.8%	-1.8%
N#Cc1c(NC(=S)NC(=O)c2ccccc2)sc2c1CCN(CCc1ccccc1)C2	39.8µM*	-11.6%
Cc1nn(C)c(C)c1NC(=O)c1cnn2c(C(F)F)cc(-c3ccccc3)nc12	35.5%	-24.4%
CCCCC(CC)CNC(=O)Cn1c(=S)[nH]c2ncccc2c1=O (stereo not drawn)	9.6%	-4.1%
CCOc1ccc(N2C(=O)CN(O)C=C3N=c4ccccc4=C32)cc1	-47.7%	?
CC(Oc1ccc(Br)cc1)C(=O)Nn1c(=S)[nH]c2ncccc2c1=O (stereo not drawn)	3.6%	-2.4%
COC(=O)c1cc(NC(=O)c2cccc(Cl)c2)c(=O)oc1/C=C/Nc1cc(C)cc(C)c1	41.6%	-3.2%
CCCCCCc1nc2ccccc2c(=O)n1NC(=O)c1c(O)c2cccc3c2n(c1=O)CCC3	8.5%	?
CCN1C(=NCCCCO)N[C@@H](c2ccccc2)C(C(=O)OC)=C1C	18.8%[12.7 µM]	1.0%
N#CC1=C(Nc2ccccc2)SC=C(c2ccc(F)cc2)N=C1N1CCOCC1	-7.9%	-0.7%
c1ccc(CCNc2ccccc2)cc1	?	56.2µM*
O=S(=O)(Cc1ccccc1)N1CCc2ccccc21	?	-0.4%
CS(=O)(=O)C1=NSC2=NC(=O)/C(=C\c3ccc(-c4ccccc4)o3)C(=N)N21	50.1µM*	-6.4%
Cc1ccc(C)c(NC(=S)NCc2cccn2C)c1	-37.0%[59 µM]	?
O=C1c2ccccc2C(=O)N1c1ccc(-c2nc3ccccc3o2)cc1	8.9%	1.2%
C=CCn1c(=O)/c(=C2/Sc3ccccc3N2CC)s/c1=C1/C(=O)NN=C1C	-0.2%[12.7 µM]	?
Cc1ccc(S(=O)(=O)NCCc2nnc3ccc(SCC(=O)Nc4nc5ccccc5s4)nn23)cc1	1.9%[59 µM]	-2.6%
CC(=O)c1ccc(N2CCCC2)c(F)c1	-3.9%[12.7 µM]	-29.8%
CCOc1ccc(NC(=O)CCC(=O)n2nc(C)cc2C)cc1	20.1%[59 µM]	11.7%
CC(=O)OC[C@H]1O[C@H](C/C=N/O[C@@H](C)c2cn([C@H](CO)Cc3ccccc3)nn2)C=C[C@@H]1OC(C)=O	?	-3.3%
COC(=O)c1cc2c(s1)c1cnn(Cc3ccccc3F)c(=O)c1n2C	?	0.4%
COCc1cc(=O)[nH]c(Nc2nc(C)c3cc(OC)ccc3n2)n1	11.8%[59 µM]	12.9%
O=C1N=C(C=c2ccc(=Cc3[nH]c(=O)[nH]c3O)cc2)C(=O)N1	10.6%[2.33 µM]	-2.7%
C1CNCCNCCCNCCNC1	11.9%	9.1%
CC(=O)N(Cc1cc2ccc(C)c(C)c2n2nnnc12)C1CCCC1	13.7%	10.0%
O=C1CSC(c2ccc(F)cc2)N1c1nnc(C23CC4CC(CC(C4)C2)C3)s1 (stereo not drawn)	-0.7%[12.7 µM]	-2.4%
Cc1nn(C)c(C)c1S(=O)(=O)N(CC(=O)NCc1ccco1)c1ccc(C(C)C)cc1	14.8%[59 µM]	-5.1%
O=C(CCc1nc2ccccc2[nH]c1=O)OCC(=O)c1cccc2ccccc12	-3.2%	0.6%
Cn1cc(C(=O)N/N=C/c2cc(Br)cs2)c2ccccc21	7.8%	-12.4%
COC(=O)c1cc(COc2ccc3c4c(c(=O)oc3c2)CCC4)c(C)o1	10.1%[12.7 µM]	6.6%
COc1ccc(-c2nn(CC(=O)N3CCCCC3)c(=O)c3ccccc23)cc1	-2.2%[59 µM]	5.4%[57.1 µM]
Cc1cc(C)c2c(n1)nn1c(N3CCN(c4ccccn4)CC3)cc(C)nc21	-17.2%[12.7 µM]	-1.1%
COc1ccc(CNC(=O)C2CCC(CNc3nc(=S)[nH]c4ccccc34)CC2)cc1 (stereo not drawn)	21.9%	-0.2%
CCOC(=O)c1cnc2c(C)c(Cl)ccc2c1Nc1ccc(S(=O)(=O)Nc2ncccn2)cc1	7.2%[59 µM]	3.2%
CCOC(=O)c1ccc(NC(=O)Nc2ncc(Cl)cc2Cl)cc1	3.8%[12.7 µM]	3.4%
CCOCC(=O)Nc1cc(C(=O)NCCC(C)C)ccc1Cl	-16.8%	-7.4%

# (listing goes on)
# Results follow in this order: G9a block, BAZ2B block
O=C(NCCCO)Nc1ccc2nc(-c3ccco3)c(-c3ccco3)nc2c1
    1.78µM*, 3.55µM*
COc1cccc(-c2ccc(SCC(=O)N3CCc4ccccc43)nn2)c1
    -3.0%, -4.5%
CCOC(=O)c1c(NC(=S)Nc2ccccc2)sc2c1CCN(CCc1ccccc1)C2
    ?, ?
CCN(CC)C(=O)CSc1nnc(COc2cccc(C)c2)n1C
    2.8%[12.7 µM], -0.1%
COc1ccc(NC(=O)c2nc[nH]c2C(=O)NCCCCCNC(=O)OC(C)(C)C)cc1
    23.8%[2.33 µM], ?
C[C@@H]1NC(=O)[C@H](CCCN=C(N)N)NC(=O)c2cc([N+](=O)[O-])cc(I)c2OCC[C@@H](C(N)=O)NC1=O
    31.6µM*, ?
O=C(CSc1ccc2nnc(-c3cccnc3)n2n1)N1CCc2ccccc21
    ?, -2.2%
COc1nc(N/N=C/c2ccc(-c3cccc([N+](=O)[O-])c3)o2)nc(N2CCOCC2)n1
    ?, 7.7%
O=C(Nc1nc2ccccc2n1CCN1CCCCC1)c1ccc(Cl)cc1
    1.4%[12.7 µM], 5.3%
CC1CCN(c2nc3ccccc3nc2N2CCC(C)CC2)CC1
    14.2%[59 µM], -7.5%
CC1(C)Cc2c(sc3c4nnnn4c4nnnn4c23)CO1
    -15.5%[59 µM], -5.8%
CC1(C)CC(=O)C=C(N2CCN(C3=CC(=O)CC(C)(C)C3)CC2)C1
    -11.4%[59 µM], 11.1%
CCN(CC)S(=O)(=O)c1ccc2c(c1)c(=O)c(C(=O)NCc1ccc3c(c1)OCO3)cn2C
    -5.5%, -7.7%
CCOC(=O)N1CCN(c2nc3c(c(=O)[nH]c(=O)n3C)n2Cc2ccccc2Cl)CC1
    -33.1%, 1.5%
CNc1ncnc2ccc(-c3c(C)noc3C)cc12
    2.0%[12.7 µM], ?
CCCCc1c(C)nc2ccc(Br)cc2c1SCCC#N
    28.2µM*, 19.5%
O=C(/C=C/c1ccccc1)NC1CCCc2ccccc21 (stereo not drawn)
    -15.4%, -13.6%
CCN(C(=O)COC(=O)c1cccc(NS(=O)(=O)c2ccc(F)c(F)c2)c1)C1CCS(=O)(=O)C1 (stereo not drawn)
    -3.1%, -14.2%
O=C1OC(c2ccc(F)cc2)=C/C1=C\c1ccc([N+](=O)[O-])o1
    10µM*, 44.7µM*
COc1cccc(Cn2ncc3c4sc(Br)cc4n(C)c3c2=O)c1
    0.3%[12.7 µM], -16.3%
c1ccc(-n2ncc3c2ncn2c(C4CCCCC4)nnc32)cc1
    -7.4%[59 µM], 2.0%
COc1ccc(N2CCN(CCNC(=O)CCS(=O)(=O)c3cccc4nsnc34)CC2)cc1
    44.7µM*, ?
COc1ccc2c(c1)O[C@@H](c1cccc(C(F)(F)F)c1)[C@H](OC(=O)NCCc1ccc(OC)c(OC)c1)C2=O
    -11.8%, -30.8%
CCOC(=O)c1ccccc1NC(=O)CSc1nc2c(c(=O)n(C)c(=O)n2C)n1C
    32.3%[12.7 µM], -3.4%
CC1=C(C)Cc2c(OC(=O)c3ccccc3)ccc(OC(=O)c3ccccc3)c2C1
    -5.8%, -2.0%
O=C(C#Cc1cccc([N+](=O)[O-])c1)c1ccccc1
    ?, -26.8%
CCOc1ccc(S(=O)(=O)n2nnc3ccccc32)cc1C(C)C
    -45.8%[59 µM], -30.4%
O=C(c1ccccc1)c1c[nH]c2cc3c(cc2c1=O)OCO3
    29.4%[59 µM], -2.5%
COc1ccccc1CCNC(=O)c1cc(-c2ccccn2)nc2ccc(Br)cc12
    10.6%[59 µM], -1.4%
N#CC1=C(N)OC2=C(CC/C2=C\c2ccc(F)cc2)C1c1ccc(F)cc1 (stereo not drawn)
    ?, -37.4%
Cc1[nH]n(-c2ccccc2)c(=O)c1C=NCc1ccco1
    ?, -33.2%
CCC1=NNc2cccc3c(OC)ccc1c23
    25.1µM*, 28.2µM*
COCCCn1c2nc3ccccc3nc2c2c(=O)n(Cc3ccccc3Cl)cnc21
    3.9%, 6.2%
CCOc1cc(CNc2ccccc2SC)ccc1O
    ?, 56.2µM*
Cc1cccc(N/N=C(\C=N\N)C(=O)c2ccc(Br)cc2)c1
    ?, ?
CC(C)Cn1c(N)c(-c2nc(C(C)C)c(C(=O)c3ccccc3F)s2)c(=O)n(C)c1=O
    -5.9%[59 µM], 1.7%
CN1CCN(c2nc3c(c(=O)[nH]c(=O)n3C)n2CCSc2ncccn2)CC1
    -1.9%[59 µM], 27.8%
O=c1nc(/C=C/c2ccc(-c3ccc(F)cc3)o2)cc(C(F)(F)F)[nH]1
    ?, ?
CC(C)Cn1c(N)c(C(=O)CSc2cc(Cl)ccc2Cl)c(=O)n(C)c1=O
    ?, 1.0%
COc1cc([N+](=O)[O-])ccc1NC(=O)CSc1ccccn1
    7.2%, -16.1%

# BAZ2B block, what is marked active above.
# Results follow in this order: G9a block, BAZ2B block
CCC1C/C(=C/c2ccco2)C(=O)/C(=C/c2ccco2)C1 (stereo not drawn)
    31.6µM*, 28.2µM*
c1ccc(CCNc2ccccc2)cc1
    ?, 56.2µM*
O=C(NCCCO)Nc1ccc2nc(-c3ccco3)c(-c3ccco3)nc2c1
    1.78µM*, 3.55µM*
O=C1OC(c2ccc(F)cc2)=C/C1=C\c1ccc([N+](=O)[O-])o1
    10µM*, 44.7µM*
CCC1=NNc2cccc3c(OC)ccc1c23
    25.1µM*, 28.2µM*
CCOc1cc(CNc2ccccc2SC)ccc1O
    ?, 56.2µM*

# Some of the compounds tested; the hit share may differ from the screen's.
